CHRM5 antagonist: CHRM5 antagonism in calcium assay; CHO-hM5 cells, Fluo-8 calcium fluorescence, ACh EC80; 0.59% of 360,000 active; inhibition, % at 3 µM;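 active means inhibition above a per-plate cutoff, the mean of that plate's test compounds plus 3 SD, cut at about 27% in these data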;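 further: 0% = acetylcholine EC80 with DMSO and 100% = DMSO without agonist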
Target sequence (P08912 whole entry, looked up): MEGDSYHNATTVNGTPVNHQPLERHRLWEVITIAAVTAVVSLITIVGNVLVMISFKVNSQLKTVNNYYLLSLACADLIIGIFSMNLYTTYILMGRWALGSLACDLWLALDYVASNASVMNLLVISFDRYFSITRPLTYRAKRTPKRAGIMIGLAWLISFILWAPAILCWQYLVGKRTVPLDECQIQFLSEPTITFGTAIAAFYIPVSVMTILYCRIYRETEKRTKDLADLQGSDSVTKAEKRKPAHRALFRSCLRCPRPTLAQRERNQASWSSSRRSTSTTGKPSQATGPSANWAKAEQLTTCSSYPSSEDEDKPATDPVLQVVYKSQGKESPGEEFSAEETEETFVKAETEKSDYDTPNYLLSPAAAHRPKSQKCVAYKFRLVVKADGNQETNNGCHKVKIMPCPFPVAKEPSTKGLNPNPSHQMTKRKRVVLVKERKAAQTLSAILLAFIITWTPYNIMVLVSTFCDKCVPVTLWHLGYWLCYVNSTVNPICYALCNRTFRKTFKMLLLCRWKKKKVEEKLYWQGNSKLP
M4 antag: CHRM4 antagonism in calcium assay | P08173 | CHO-hM4 cells, ACh EC80, Fluo-8 calcium fluorescence | inhibition, % at 3 µM | 0.73% of 360,000 active | AID 624125;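 active means inhibition above its plate's cutoff, the mean inhibition of sample wells plus 3 SD, cut at about 27% in these data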;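 further: 0% = acetylcholine EC80 with DMSO and 100% = DMSO without agonist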
Target sequence (P08173 whole entry, looked up): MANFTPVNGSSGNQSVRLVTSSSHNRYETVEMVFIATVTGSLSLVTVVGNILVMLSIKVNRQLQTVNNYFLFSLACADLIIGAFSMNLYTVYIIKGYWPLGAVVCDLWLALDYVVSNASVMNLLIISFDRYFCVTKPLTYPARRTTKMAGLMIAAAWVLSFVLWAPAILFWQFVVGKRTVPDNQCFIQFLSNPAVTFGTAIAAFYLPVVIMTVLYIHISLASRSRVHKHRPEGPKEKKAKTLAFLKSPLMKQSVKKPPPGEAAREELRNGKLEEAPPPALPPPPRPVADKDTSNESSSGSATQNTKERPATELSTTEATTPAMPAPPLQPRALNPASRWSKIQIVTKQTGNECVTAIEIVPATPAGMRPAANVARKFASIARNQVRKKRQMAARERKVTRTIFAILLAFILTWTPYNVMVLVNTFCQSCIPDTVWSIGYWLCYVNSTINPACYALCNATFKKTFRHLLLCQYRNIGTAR
M5 PAM: positive allosteric modulators of human muscarinic M5 receptor | AID 624038 | P08912 | activation, % at 3 µM | CHO-K1 hM5, Fluo-8 calcium, ACh EC20 PAM; 0% = ACh EC20, 100% = ACh EC100 | 0.3% of 360,000 active;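 active means activation above the run cutoff, the mean activation of all test compounds plus 3 SD, cut at about 18% in these data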
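Test system: CHO-K1 hM5 cells / Doses: single-point, 3 µM nominal / Times: Post-acetylcholine fluorescence recording 140 s / Technique: Fluo-8 calcium fluorescence / Measure: Max/basal fluorescence ratio as % of EC20–EC100 ACh window / Benchmarks: low control EC20 acetylcholine (0%), high control EC100 acetylcholine (100%) / Replicates: one well per compound, no replicates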
CHO-K1 Ca antag: counter-screen for M1 antagonists: effect in parental CHO-K1 cells. ATP-induced calcium, Fluo-8 fluorescence. inhibition, % at 3 µM. AID 602250. 0.6% of 360,000 active;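 active means inhibition above a per-plate cutoff, the plate's mean sample inhibition plus 3 SD, cut at about 24% in these data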;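 further: 0% = DMSO plus EC80 ATP and 100% = DMSO alone without ATP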
CHO-K1 Ca ag: counter-screen for M1 agonists: effect in parental CHO-K1 cells | Fluo-8 calcium fluorescence; scaled to maximal ATP response, vehicle zero | activation, % at 3 µM | 0.48% of 360,000 active | AID 602248; in the data active means activation above about 15%;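 further: untransfected CHO-K1 host cells lacking M1 receptor as counterscreen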
CHRM4 agonist: agonists of human muscarinic M4 receptor (CHRM4); 0.14% of 360,000 active; P08173; AID 624127; activation, % at 3 µM; CHO-K1 hM4/Gqi5, Fluo-8 calcium fluorescence; vehicle 0%, full acetylcholine response 100%;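 active means activation above the run mean over all test wells plus 3 SD, cut at about 32% in these data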;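 further: peak over basal fluorescence ratio per well then scaled between controls; 0% = DMSO wells and 100% = acetylcholine at EC100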
M1 PAM parental: M1 PAM counterscreen hit in parental CHO-K1 cells; ATP EC20, Fluo-8 calcium fluorescence; 0% at ATP EC20, 100% at ATP max; activation, % at 3 µM; 0.02% of 360,000 active; AID 602247;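 active means activation above the run cutoff, the mean activation of all test compounds plus 3 SD, cut at about 40% in these data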;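 further: peak over basal fluorescence ratio in a 140 s read after ATP addition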
M5 ag: CHRM5 agonism in calcium assay. P08912. CHO-K1 hM5 cells, Fluo-8 calcium fluorescence; 0% DMSO wells, 100% maximal acetylcholine response. activation, % at 3 µM. 0.19% of 360,000 active;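 active means activation above the run's mean over test compounds plus 3 SD, cut at about 23% in these data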;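 further: signal is peak over basal fluorescence ratio across the kinetic read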
M4 PAM: positive allosteric modulators of human muscarinic M4 receptor | AID 624126 | activation, % at 3 µM | 0.4% of 360,000 active | CHO-K1 hM4/Gqi5, Fluo-8 calcium fluorescence, ACh EC20; 0% = ACh EC20, 100% = maximal ACh | P08173;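 active means activation above its plate's cutoff, the mean activation of sample wells plus 3 SD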; further: some results filed as inactive read as strong as hits
* marks the source's active call; other numbers are inactive results; & = joins results of further samples.

molecule	CHRM5 antagonist	M4 antag	M5 PAM	CHO-K1 Ca antag	CHO-K1 Ca ag	CHRM4 agonist	M1 PAM parental	M5 ag	M4 PAM
CC(C)COc1ccc2[nH]c3c(c2c1)CCCC3=O	-2	-2	0	-14	0.5	-2	24	-2	11
COC(=O)c1ccc2nc(-c3ccco3)c(Cc3cccc(F)c3)n2c1	-8	-13	7	-17	-0.1	0	-1	4	15
CCCOc1ccccc1/C=C1\SC(N2CCCCC2)=NC1=O	-3	0	3	-12	2.4	1	13	0	2
CCSc1nnc(NC(=O)C2C3C=CC(C3)C2C(=O)O)s1 (configuration not stated)	-2	9	-3	-16	-0.3	-1	-8	3	0
O=C(c1cc2c(s1)-c1ccccc1S(=O)(=O)C2)N1CCCC1	8	9	-7	-2	-0.7	-1	-9	3	-8
Cc1cnnc2ccc3c(no[n+]3[O-])c12	-3	-1	0	-7	0.8	0	16	-3	1
COc1ccc(CC(=O)OC(C)C(=O)NC2CCCCC2C)cc1 (configuration not stated)	-2	-8	1	7	1.7	1	1	1	12
COc1cc(C2Nc3ccccc3NC3=C2C(=O)CC(c2ccc(OC)c(OC)c2)C3)ccc1O (configuration not stated)	3	8	3	-13	3.2	1	19	-2	2
CC1=NN(C(=O)c2ccc(Br)cc2)C(O)(c2ccccc2)C1 (configuration not stated)	-5	-3	10	-12	1.1	0	22	-5	1
O=C(O)CCC(=O)N1CC=C(c2ccccc2)CC1	3	6	0	-5	0.5	1	17	1	-1
O=C(NC1CCCC1)C(c1cccs1)N(Cc1ccco1)C(=O)c1csnn1 (configuration not stated)	0	1	0	1	-0.1	1	2	-1	-5
O=C(N/N=C/c1cc(Br)c(Br)s1)c1ccncc1	10	-5	1	-10	1.5	6	-6	0	1
Clc1ccc(OCc2nn3c(C4CCCCC4)nnc3s2)cc1	-5	-8	3	0	0.7	2	11	-1	3
CCCCN(C)C(=O)c1cn(C)c2ccc(S(=O)(=O)N3CCC(C)CC3)cc2c1=O	0	1	3	0	0.2	0	-2	-4	3
CCOc1ncccc1C(=O)OCC(=O)Nc1ccc(-c2nc3ccc(C)cc3s2)cc1	-2	-4	5	3	3.7	3	24	2	4
OC(COC(c1ccccc1)c1ccccc1)CN1CCCCC1 (configuration not stated)	3	2	-9	6	-0.2	2	0	-11	-4
CCOC(=O)c1nc2nc(-c3cccs3)cc(C(F)(F)F)n2n1	-5	-4	2	17	0.1	1	-7	1	1
COc1ccc(-c2cc(NC=O)c3ncc(-c4ccc(C(C)=O)cc4)n3c2)cn1	0	-14	-4	2	3.0	12	2	2	-3
N#C/C(=N\Nc1ccc([N+](=O)[O-])cc1)C(N)=S	30*	-2	-20	17	8.8	10	-16	7	-23
O=C(O)c1cccc(S(=O)(=O)N2CCN(Cc3ccc4c(c3)OCO4)CC2)c1	22	0	-4	4	-0.2	1	-11	-1	-1
CC1(C)Cc2cccc(OCC(=O)Nc3ccc(OCC(N)=O)cc3)c2O1	14	2	-5	5	1.7	3	-9	-1	-5
CCN(CC)S(=O)(=O)c1cccc(C(=O)NCC(c2ccccc2)N(C)C)c1 (configuration not stated)	9	-5	-18	-8	0.3	2	-8	-11	8
COc1ccccc1-n1c(-c2ccccc2)c[n+]2c1CCc1ccccc1-2	31*	34*	-18&-34	-2&11	0.8&0.4	1&3	20&-22	-11&-15	-17&-27
O=C(Nc1ccccc1)/C(=C1\CCCN1)[N+](=O)[O-]	4	1	2	-14	0.9	0	1	3	-9
O=C(C1CCN(S(=O)(=O)c2cccs2)CC1)N1CCN(c2ccccc2O)CC1	10	8	-8	-12	3.6	15	8	5	-7
CCn1ncc([N+](=O)[O-])c1C(=O)Nc1c(C)cccc1C	7	-3	2	-20	1.3	0	32	-3	-4
O=C(Oc1ccccc1)N1CCN(c2ccccc2F)CC1	2	-7	4	-7	1.7	0	12	-4	6
Cc1cccc(N2CCN(C(=O)C3CCC(=O)N(C4CC4)C3)CC2)c1C (configuration not stated)	-15	-2	4	3	6.8	2	16	0	0
COc1ccc(OC)c(S(=O)(=O)N2c3cc(F)ccc3CCC2C)c1 (configuration not stated)	-6	-15	3	-10	-0.6	-1	7	-6	3
CNc1ccc(N=Nc2cccc3ncccc23)cc1	10	-10	-1	-20	-0.8	2	6	-1	-3
Cc1cc(NC(=O)CCSc2nc(-c3ccco3)cc(C(F)(F)F)n2)n(-c2ccccc2)n1	-3	-4	3	-9	1.0	2	16	-4	-1
N#C/C(=C/C=C/c1ccccc1)C(=O)Nc1ccccc1	12	-5	-10	7	0.3	3	-3	2	1
OC(COc1ccc2ccccc2c1Cl)CN1CCOCC1 (configuration not stated)	-2	-5	2	1	0.5	3	13	-8	-3
CCOC(=O)COn1c(SCC(=O)OCC)nc2ccccc2c1=O	-3	11	-1	26*	0.8	2	-9	1	4
COc1cccc(Nc2nc(CN)cs2)n1	-1	-7	-1	-11	1.7	2	20	0	7
CC(=O)c1ccc(N(CC(=O)Nc2cc(C)on2)S(=O)(=O)c2ccc(C)cc2)cc1	8	5	-8	16	-0.5	0	-26	-2	-3
N=c1c2c3c(sc2ncn1N)CCC3	7	10	4	-2	0.0	0	-4	-3	-3
COc1ccc(S(=O)(=O)c2c(O)c3ccc(C(=O)Nc4cccc(F)c4)cc3[nH]c2=O)cc1	3	-14	0	-14	1.3	1	16	-1	-3
O=C(NCc1ccccc1F)C1CCCN1C(=O)NCc1ccccc1 (configuration not stated)	-3	-3	-1	-4	0.2	1	-2	-7	5
COc1cc(CNc2ccc3[nH]c(=O)[nH]c3c2)cc(Cl)c1OCC(=O)NC(C)(C)C	-11	-9	4	-5	0.2	1	15	-2	3
N#Cc1ccc(-c2ccc(OCC(=O)NCCCN3CCCC3=O)cc2)cc1	5	10	5	15	0.5	1	-21	1	-3
O=C(CSc1ncnc2sc3c(c12)CCC3)N1CCOCC1	11	9	2	-13	3.6	3	9	-1	-2
CC(=O)c1c(C)oc2ccc(NS(=O)(=O)c3ccccc3)cc12	10	-11	-5	13	4.5	8	-16	3	-3
Cc1[nH]c2ccccc2c1/C=N\NC(=O)c1ccco1	-2	-9	6	2	0.6	1	6	-4	12
Cc1ccc(SCCCCN2C(=O)NC(C)(C)C2=O)cc1	-4	0	-3	-28	1.9	2	9	3	2
COc1ccc(CCN=C(N)NS(=O)(=O)c2ccc(F)cc2)cc1OC	9	-5	0	-1	0.4	1	6	-3	0
CCOc1ccc(-n2c(=O)c3c4c(sc3n(CC(=O)NCC3CCCO3)c2=O)CCCC4)cc1 (configuration not stated)	1	1	0	-11	-0.8	0	11	3	-11
Cn1cc(/C=C(\NC(=O)c2ccccc2Cl)C(=O)NCCCN2CCOCC2)c2ccccc21	2	-12	-6	-13	-0.1	1	-9	-3	1
CCNC(=O)C1(C)CCN(C(=O)c2cccc(OC(F)(F)F)c2)C1 (configuration not stated)	-3	-1	-4	-8	0.2	1	9	1	-3
CC1(C)CC(=O)NC=C(c2ccccc2)C1	-5	12	-4	2	-0.1	0	3	-1	0
COc1ccccc1NC(=O)CSc1nnc(COc2ccc(Cl)cc2)n1Cc1ccco1	-1	0	-16	-9	2.0	4	7	-8	2
COc1ccc(OCc2cc(C(=O)NC(C)c3nc(C)cs3)no2)c(Cl)c1 (configuration not stated)	6	-2	-6	-2	5.2	11	4	1	-6
CCOCCOC(=O)C1=C(C)NC2=C(C(=O)CC(c3cccs3)C2)C1c1ccsc1 (configuration not stated)	4	5	-5	-20	3.6	12	12	2	-6
CC1CN(c2oc(COc3ccc(Cl)cc3Cl)nc2C#N)CC(C)O1 (configuration not stated)	2	-18	-9	-11	0.2	2	7	-5	-7
Cc1c(CCC(=O)NC2CC2)c(=O)oc2cc(O)ccc12	5	3	-3	0	-0.3	0	-1	4	-1
COc1ccc(NC(=O)CN2C(=O)NC(C)(c3ccc4c(c3)OCCO4)C2=O)cc1S(N)(=O)=O (configuration not stated)	5	-10	-4	-1	0.1	0	-2	3	0
O=C(O)CNC1=NCCCCC1	-5	2	3	5	-0.5	1	-2	3	-2
CN(CC(=O)Nc1cccc(F)c1)C(=O)C1=COCCO1	11	7	-2	10	0.2	1	3	-1	0
CCOc1ccc(OCCCC(=O)NCCOc2ccccc2OC)cc1	-1	0	1	1	-0.1	1	-7	-4	0
COCCn1c(=S)[nH]c2cc(C(=O)N3CCN(c4cccc(Cl)c4)CC3)ccc2c1=O	11	-16	-1	6	-0.4	1	-10	-6	5

Continued.
molecule	CHRM5 antagonist	M4 antag	M5 PAM	CHO-K1 Ca antag	CHO-K1 Ca ag	CHRM4 agonist	M1 PAM parental	M5 ag	M4 PAM
CSCCC(NC(=O)c1ccccc1C)C(=O)O (configuration not stated)	-10	-1	2	-7	1.3	2	6	1	7
COc1ccccc1N(C)S(=O)(=O)c1ccc(C(=O)N(C)Cc2ccc(OC(F)F)cc2)cc1	22	18	-35	13	10	24	-20	1	-15
CN(C)S(=O)(=O)c1cccn1-c1ncc(C(F)(F)F)cc1Cl	-2	-3	-2	-6	1.1	3	3	2	3
CC(C)CCN1CCN(Cc2ccoc2)CC1CCO (configuration not stated)	-1	2	1	-10	1.3	1	18	-3	-4
Nc1nc(Nc2ccccc2)nc2c1ncn2[C@@H]1O[C@H](CO)[C@@H](O)[C@H]1O	5	3	-3	10	0.5	0	4	2	2
O=C(Cn1ncc2c3ccccc3n(Cc3ccccc3)c2c1=O)NCCCN1CCCC1	-9	-9	2	-14	0.0	0	-1	-7	1
COc1ccc(N2CC(C(=O)OCC(=O)Nc3cccc(C)c3)CC2=O)cc1 (configuration not stated)	3	11	0	-9	0.6	1	4	1	1
CCOC(=O)c1c(NC(=S)N2CCN(C)CC2)sc(C)c1-c1ccccc1	-19	-11	5	-9	-0.2	0	7	-4	7
O=C(Nc1nc2c(s1)CCCC2)c1cccnc1	-4	4	2	-5	0.0	0	9	3	12
Cc1ccccc1Nc1nc(N)nc(COC(=O)c2ccccc2)n1	-5	-4	-1	-2	1.3	1	4	2	-1
CCNC(=S)Nc1cccc(Cl)c1C	-3	-4	12	-14	-0.1	0	17	-1	1
C/C(=N\N1CCN(Cc2ccccc2Cl)CC1)c1ccc(F)cc1	1	8	11	-5	-0.3	0	1	-3	0
CC(=O)Nc1ccc(NC(=O)c2cccc(C(=O)OC(C)C)n2)cc1	3	-1	0	10	0.1	1	-8	-1	-5
C=CCNC(=O)/C(=C/c1cccc([N+](=O)[O-])c1)NC(=O)c1ccco1	2	-4	6	0	15*	2	19	-3	3

From PubChem
